HCV inh: qHTS Assay for Inhibitors of Hepatitis C Virus (HCV) | Potency, µM (highest dose often 41.8 µM), for the others: top-dose activity change, negative = inhibition, actives largely listed as inhibitors | 340,000 compounds, 3.4% hits | Huh7.5.1 HCVcc-Cre infection, luciferase reporter, 44 h | AID 651820, 2012; also: potency is read from the fitted curve at half-maximal effect; % is scaled to controls: 0 for no effect and ±100 for the full control effect
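Cells seeded at 1,000/well and cultured 4 h, then compounds added followed by HCVcc-Cre virus (~0.5 moi). After 44 h further culture, luciferase substrate was added, plates held 15 min at room temperature, and luminescence read for 15 sec.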
LmPK inhibitor: qHTS Assay for Inhibitors of Leishmania Mexicana Pyruvate Kinase (LmPK). purified LmPK, Kinase-Glo ATP luminescence, 1 h. Potency, µM (doses to about 57.5 µM), for inactives: at the top dose activity change, negative = inhibition, actives largely listed as inhibitors. 290,000 compounds, 0.37% hits; also: potency is read from the fitted curve at half-maximal effect; % is scaled to controls: 0 for no effect and ±100 for the full control effect
Target sequence (Q27686 whole entry, looked up): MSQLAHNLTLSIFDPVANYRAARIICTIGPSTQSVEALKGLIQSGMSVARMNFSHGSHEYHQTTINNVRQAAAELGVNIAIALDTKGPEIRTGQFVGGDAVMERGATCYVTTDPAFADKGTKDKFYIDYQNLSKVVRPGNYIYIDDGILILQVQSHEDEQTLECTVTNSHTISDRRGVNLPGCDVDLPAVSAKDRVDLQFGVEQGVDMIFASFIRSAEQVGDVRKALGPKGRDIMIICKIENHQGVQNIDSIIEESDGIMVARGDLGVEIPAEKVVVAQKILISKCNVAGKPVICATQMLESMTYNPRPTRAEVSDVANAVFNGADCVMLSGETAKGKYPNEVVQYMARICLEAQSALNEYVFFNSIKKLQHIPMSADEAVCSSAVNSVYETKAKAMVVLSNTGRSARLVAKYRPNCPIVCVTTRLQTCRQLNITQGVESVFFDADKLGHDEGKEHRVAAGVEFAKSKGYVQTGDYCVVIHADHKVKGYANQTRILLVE
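Pyruvate kinase activity monitored as ATP production (luciferase luminescence). Conditions: 0.1 nM enzyme, 0.5 mM PEP, 0.1 mM ADP, 1 h, RT; normalized against uninhibited and no-enzyme wells.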
Pf growth 96h: Primary qHTS for delayed death inhibitors of the malarial parasite plastid, 96 hour incubation | P. falciparum luciferase reporter growth, 96 h | 320,000 compounds, 6.9% hits | Potency, µM (titrated, usually from 28.7 µM), for inactives: at the top dose activity change, negative = inhibition, hits mostly inhibitors; also: potency is read from the fitted curve at half-maximal effect; % is scaled to controls: 0 for no effect and ±100 for the full control effect
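Cell-based qHTS: luciferase-tagged P. falciparum in erythrocytes (2% hematocrit, 0.05% parasitemia final) incubated with compounds for 96 hours, 37 C, 5% CO2; luciferase detection reagent then added and luminescence measured.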
TbPYK inhibitor: qHTS of Trypanosoma Brucei Inhibitors | pyruvate kinase (Trypanosoma brucei), Q57TT1 | TbPYK enzyme, Kinase-Glo Plus ATP luminescence, 45 min | Potency, µM (top dose mostly 76.8 µM), inactives show at the highest dose activity, negative = inhibition, actives largely listed as inhibitors | 410,000 compounds, 0.12% hits | AID 624173, 2012; also: potency is read from the fitted curve at half-maximal effect; % is scaled to controls: 0 for no effect and ±100 for the full control effect; nearly all actives have a fitted effect of over 50% in size
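Assay buffer: 50 mM TEA pH 7.2, 100 mM KCl, 10 mM MgCl2, 0.05% BSA, 0.01% Tween-20. Pyruvate kinase from T. brucei plus substrate met compound, then ADP (130 uM final). Luminescence was read post 45 min RT.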
Shiga inhibitor: A qHTS for Small Molecule Inhibitors of Shiga Toxin; Vero cells, Shiga toxin protein synthesis inhibition reporter; inhibition, % at 38.7 µM; 290,000 compounds, 9.2% hits; in the data active = inhibition mostly above about 28%, no sharp cut-off; inactive = mostly below about 43%; also: 0% is about no effect
Cycloheximide cs: Cycloheximide Counterscreen for Small Molecule Inhibitors of Shiga Toxin | max response, % | cell reporter, cycloheximide protein synthesis inhibition counterscreen | 300,000 compounds, 12% hits | AID 2314, 2010; in the data active = max response mostly above about 13%, no sharp cut-off; inactive = mostly below about 14%; also: read at 38.3 µM for the half of the compounds with a filed dose; 0% is about no effect
Pf growth 48h: Primary qHTS for delayed death inhibitors of the malarial parasite plastid, 48 hour incubation. P. falciparum luciferase growth in erythrocytes, 48 h. Potency, µM (highest dose often 28.7 µM), for inactives: at the top dose activity change, negative = inhibition, hits mostly inhibitors. 310,000 compounds, 5.9% hits. AID 504832, 2011; also: potency is read from the fitted curve at half-maximal effect; % is scaled to controls: 0 for no effect and ±100 for the full control effect
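Cell-based growth assay: transgenic P. falciparum expressing firefly luciferase, cultured in red cells within RPMI 1640 containing 0.5% w/v Albumax, 24 mM bicarbonate and gentamycin. A drop in luciferase activity indicates inhibition.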
The depositor's hits bear a star; ? = inconclusive; . = not tested or not shown; & = joins results of further samples; [ ] = another dose, or the depositor's remark. Unless noted, calls follow the shape of the dose curve; as a rule, active = well fitted curve in the direction sought with a large enough effect; inconclusive = small, poorly fitted or top-dose-only effect, or another doubt; inactive = no such curve, though single readings can be large; an effect the other way counts as inactive or inconclusive.

SMILES | HCV inh | LmPK inhibitor | Pf growth 96h | TbPYK inhibitor | Shiga inhibitor | Cycloheximide cs | Pf growth 48h
COc1ccc(OC)c(NC(=O)C2CC(=O)N(Cc3ccco3)C2)c1 (configuration not stated) | -10% | . | 19% | 2% | . | . | ?
COc1ccc(C(=O)NCc2cccnc2)cc1S(=O)(=O)N1CCOCC1 | 4% | 0% | . | -5% | 0 | -1 | 4%
O=C(Cn1c(=S)[nH]c2ccccc21)c1ccccc1 | 7% | 7% | 75%[activator] | ? | 8 | -2 | 11%
Cc1ccc(Cn2c(O)c(N=NC(=S)Nc3ccccc3F)c3cc(S(=O)(=O)N4CCOCC4)ccc32)cc1 | ? | 11% | 1% | -1% | 10 | 7 | 3.3µM*
CN1CCN(C(=O)C2=C[C@@H](c3ccc(Br)cc3)C[C@@H](OCc3ccc(CO)cc3)O2)CC1 | -1% | 5% | ? | -9% | -12 | -2 | ?
CCN(C(=O)COC(=O)c1cc2ccccc2cc1O)C1CCS(=O)(=O)C1 (configuration not stated) | -24% | 1% | 76%[activator] | 6% | -5 | 2 | 0%
CSc1nc(C=Nc2ccccc2Cl)c(O)n1Cc1cccc(Cl)c1 | 8% | 11% | 0% | 1% | -5 | 8 | -4%
O=S(=O)(Cc1nnnn1-c1ccccc1)c1ccc(Cl)cc1 | 11% | 3% | 97%[activator] | -2% | -2 | -1 | ?
O=C(C1CCOCC1)N1CCCC(N2CCN(c3ccc(F)cc3)CC2)C1 (configuration not stated) | 9% | -1% | 9% | 5% | -8 | 12 | -11%
CCCCOc1ccc(-c2nc(-c3cccnc3)no2)cc1 | -1% | -1% | 26% | -4% | 80* | 25* | 45%[activator]
NC1=NC(=O)/C(=C/c2cn(CCC(=O)O)nc2-c2ccc(Cl)cc2)S1 | 0% | 2% | -9% | -7% | -8 | 0 | 27%
COCCNCC(O)CON=C1c2ccccc2-c2ccccc21 (configuration not stated) | -10% | 0% | ? | -3% | -5 | 7 | ?
CN(Cc1cnn(Cc2ccccc2)c1)C(=O)c1cccc(S(=O)(=O)N2CCOCC2)c1 | ? | . | ? | 0% | . | . | -7%
Cc1ccc2[nH]c(C)c(CCN(Cc3cccnc3)C(=S)NC(C)(C)C)c2c1 | 23% | 2% | -12% | 2% | -6 | -8 | 17%[0.00184 µM]
COc1ccccc1NC(=O)CN1CCN(C(=O)c2ccco2)CC1 | -3% | -5% | -25% | 8% | -8 | -1 | 2.1µM*
CCOC(=O)C1=C(CC)OC(N)=C(C#N)C1c1ccc(OC)cc1OC (configuration not stated) | 12% | 4% | -23% | -6% | -9 | 1 | ?
COc1ccc(OCc2nnc(SC3CCOC3=O)n2-c2ccccc2)cc1 (configuration not stated) | -3% | 5% | 0% | -9% | -10 | -3 | -8%
Cc1cccc(N(C(=O)Cn2nnc(-c3ccccc3F)n2)C(C(=O)NC(C)(C)C)c2ccncc2)c1 (configuration not stated) | -5% | 0% | 10% | 1% | -8 | -2 | 17%
O=C(NCc1ccccc1)C1CCCN(S(=O)(=O)c2ccc(Br)cc2)C1 (configuration not stated) | -10% | -4% | 0.29µM* | 13% | 8 | -1 | -30%
C=CCN(CC(=O)NCc1ccccc1)C(=O)c1csnn1 | -6% | -1% | ? | -6% | -6 | -3 | 6%
CCc1ccc(OCc2nnc(SCC(=O)NC3CCCCC3)o2)cc1 | 0% | 6% | -22% | 0% | 47* | 20 | 42%[activator]
O=c1ccc(-c2ccccc2)nn1Cc1ccc(F)cc1Cl | -22% | 0% | -6% | 5%&0% | -2 | -2 | -12%
CC(=O)Nc1cccc(C(=O)OC(C)C(=O)NC2CCCc3ccccc32)c1 (configuration not stated) | -1% | -9% | -24% | -4% | -6 | -3 | 0%
CC(C)=C1SC(N2CCN(c3cccc(Cl)c3)CC2)=NC1=O | ? | 0% | -4% | -3% | 2 | 0 | 5%
CCOC(=O)c1cc2c(ccn2C)n1CC(=O)N1CCN(c2ccccc2)CC1 | 1% | -1% | 29% | 4% | 8 | 3 | ?
CCCCN1C(=O)CC(Sc2ncccc2C(=O)O)C1=O (configuration not stated) | 17% | 2% | 20% | -6% | -14 | 1 | -8%
CCCCOc1ccc(Cc2n[nH]c(=S)n2N)cc1 | 16% | 0% | 0% | ? | 14 | 2 | ?
NC1=NC[C@@H](Cc2ccc(O)cc2)N1CCc1cccc2ccccc12 | 21% | 0% | 1.9µM* | 5% | 19 | 1 | 5.9µM*
N#CCOC(=O)c1c2c(nc3ccccc13)CCC2 | -26% | 2% | ? | 1% | -10 | -1 | -30%
COc1ccc2[nH]c(C(=O)O)c(CCNC(=O)/C=C/c3ccc(O)c(OC)c3)c2c1 | 8% | -5% | 4% | -1% | -5 | -4 | -2%
Cc1cccc(C(=O)Nc2ccc3c(c2)C(=O)NC3=O)c1 | 7% | 0% | 68%[activator] | 2% | 18 | 21* | 34%[activator]
CCC1=Nc2cc(C(=O)O)ccc2Sc2ccc(Cl)cc21 | 13% | 0% | 63%[activator] | 1% | -15 | -5 | 13%
COc1cccc(C(=O)NCCS(=O)(=O)N2CCN(C(=O)c3ccco3)CC2)c1 | 10% | . | ? | 6% | . | . | ?
COc1ccccc1-n1cnc2cc(C(=O)NCC3CCCO3)ccc21 (configuration not stated) | 5% | -9% | . | -7% | -4 | -2 | -3%
CC(C)OC(=O)c1c(F)c(F)c(N2CCOCC2)c(F)c1F | -4% | 0% | . | -10% | -24 | -1 | 9%
CN(C)NC(=S)NC1(C)CCS(=O)(=O)C1 (configuration not stated) | -4% | -9% | 9% | 0% | 14 | -2 | 14%
C=CCOc1ccc(CNc2ccc(NC(=O)CCC)cc2)cc1OCC | -14% | 0% | 12µM* | 3% | -9 | -3 | 15µM*
Cc1c(Cl)cccc1NC(=O)CN1CCN(CCO)CC1 | 2% | -1% | 0% | -8% | 0 | -1 | 11%
CCSc1nnc(N)s1 | 17% | -1% | -10% | 1% | 26 | -2 | 7%
Cc1ccc(C)c(OCC(=O)N/N=C/c2c(C)nn(-c3ccccc3)c2Cl)c1C | ? | -2% | 224%[activator] | 3% | -2 | -3 | -19%
O=C(Cn1c(=O)n(CCC(=O)N2CCCCC2)c(=O)c2sccc21)NCc1ccccc1 | 4% | 4% | 10% | 0% | -3 | -2 | 11%
O=C(NCC(Cl)c1ccc2ccccc2c1)c1c(F)cccc1F (configuration not stated) | -17% | 1% | 9% | 5% | 9 | 33* | -9%[0.00184 µM]
Cn1c(CNC(=O)c2ccc(Cl)cc2)nnc1SCC(=O)NC1CCCC1 | -7% | -5% | 13% | 5% | 1 | -8 | 25%
O=C(Oc1ccc2c(c1)O/C(=C\c1ccncc1)C2=O)c1ccccc1 | 6% | -2% | 10% | -16% | -4 | 10 | -6%
Cc1cccc2nc(-c3ccccc3)nc(N3CCC(O)(c4ccc(Cl)cc4)CC3)c12 | ? | -4% | ? | -7% | -5 | -1 | ?
CCOC(=O)/C(C#N)=C/c1cc2ccccc2nc1N1CCOCC1 | 2% | 0% | 19% | -1% | -12 | -3 | -8%
CC(C)(C)C(CO)NC(=O)c1ccc[nH]1 (configuration not stated) | 1% | . | 34%[activator] | -9% | . | . | 38%[activator]
O=C(CCc1ccc(S(=O)(=O)N2CCOCC2)cc1)N/N=C/c1cccc(O)c1 | 28% | -3% | 15µM* | 2% | 17 | 8 | ?

Random excerpt: 6 records from the list.
SMILES | HCV inh | LmPK inhibitor | Pf growth 96h | TbPYK inhibitor | Shiga inhibitor | Cycloheximide cs | Pf growth 48h
Cc1c(Cl)cccc1NC(=O)CN1CCN(CCO)CC1 | 2% | -1% | 0% | -8% | 0 | -1 | 11%
Cn1c(CNC(=O)c2ccc(Cl)cc2)nnc1SCC(=O)NC1CCCC1 | -7% | -5% | 13% | 5% | 1 | -8 | 25%
O=C(Oc1ccc2c(c1)O/C(=C\c1ccncc1)C2=O)c1ccccc1 | 6% | -2% | 10% | -16% | -4 | 10 | -6%
CCSc1nnc(N)s1 | 17% | -1% | -10% | 1% | 26 | -2 | 7%
Cc1cccc2nc(-c3ccccc3)nc(N3CCC(O)(c4ccc(Cl)cc4)CC3)c12 | ? | -4% | ? | -7% | -5 | -1 | ?
O=C(Cn1c(=O)n(CCC(=O)N2CCCCC2)c(=O)c2sccc21)NCc1ccccc1 | 4% | 4% | 10% | 0% | -3 | -2 | 11%

Following part
SMILES | HCV inh | LmPK inhibitor | Pf growth 96h | TbPYK inhibitor | Shiga inhibitor | Cycloheximide cs | Pf growth 48h
C=CCn1cc(/C=N\NC(=O)c2cc3c(ccc4ccccc43)o2)c2ccccc21 | 10µM* | -8% | -7% | -3% | 15 | -4 | ?
CCn1c(C)nnc1SCC(=O)Nc1ccc(C(C)=O)cc1 | 4% | -1% | 3% | -9% | -6 | -2 | -2%
O=c1c2ccccc2ncn1-c1ccccc1[N+](=O)[O-] | 13% | 2% | 16% | 1% | -7 | -2 | 7%
CCOc1ccc2nc(SCC(=O)Nc3nonc3C)[nH]c2c1 | 20% | -6% | ? | 0% | 45 | 10 | 26%
CC(C/C=N/NC(=O)COc1cc(Cl)ccc1Cl)c1ccccc1 (configuration not stated) | -6% | 1% | 3% | -15% | -10 | -1 | 43%[activator]
CCOC(=O)CN(c1cccc(C(C)=O)c1)S(C)(=O)=O | 20% | -6% | . | 0% | 36 | -1 | 10%
O=C(c1cccnc1)C1Cc2ccccc2C1=O (configuration not stated) | 14% | -9% | 7.4µM* | -4% | -2 | 6 | ?
O=C(c1ccco1)N1CCN(C(=O)C2CCN(S(=O)(=O)Cc3ccccc3)CC2)CC1 | 34%[activator] | 2% | ? | 4% | -4 | -5 | -8%
c1ccc2c(c1)nc(Nc1ccc3c(c1)OCO3)c1nnnn12 | 12% | -1% | 65%[activator] | -5% | 130* | 39* | 10µM*
CCOC(=O)CN1CC23C=CC(O2)C(C(=O)NCCc2ccccc2)C3C1=O (configuration not stated) | 6% | 0% | 45%[activator] | -4% | -8 | -6 | .
Cc1ccc(Nc2cc(C)nc(NCc3ccccc3)n2)cc1 | 10µM* | 5% | 44%[activator] | 0% | -5 | -1 | 0.66µM*
O=C(N/C(=C/c1cccnc1)C(=O)N1CCOCC1)c1ccccc1Br | 27% | 4% | 38%[activator] | 0% | -8 | 0 | 7%
COc1cc(C(=O)NNC(=O)COc2ccc(Cl)cc2)ccc1OCC(=O)N1CCOCC1 | -3% | . | ? | 5% | . | . | 5%
CC(NC(=O)Cc1ccc(S(=O)(=O)N2CCCCC2)cc1)c1ccccc1 (configuration not stated) | -2% | . | 8.3µM* | -13% | . | . | 12µM*
O=C(c1ccc(F)cc1)c1ccc(CN2C(=O)c3ccccc3C2=O)o1 | 3% | 2% | 11% | 1% | -7 | 6 | 11%
CC(/C=N\N1CCN(Cc2ccc(C)cc2)CC1)=C\c1ccccc1 | ? | -1% | ? | 13% | 23 | 8 | 13%
